# hERG rescue – shields human hERG channel from block by proarrhythmic agents; Q12809; CHO-hERG, FluxOR thallium flux, dofetilide IC70 present; activation (rescue from dofetilide block), less the hit threshold, % at 10 µM; hit rate 0.51% among 310,000;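 active = activation above the mean of controls blocked by dofetilide plus 5 SD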;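 note: thallium influx through hERG after potassium depolarization seen as dye fluorescence rise; in these data hits start at about 4.7%; inactives centre near -7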
# ANO1 block – blocks the mouse calcium-activated chloride channel TMEM16A; HEK293 TMEM16A/YFP iodide influx fluorescence, ionomycin; normalized B-score (activity score, 25-100; higher = stronger inhibition) at 10 µM; hit rate 1.2% among 310,000; AID 588511;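 active = ratio plate-corrected score three or more library SD toward inhibition, starting fluorescence score within five deviations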;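 note: score derived from kinetic fluorescence span divided by baseline fluorescence per well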
# HDAC3 inhib – human HDAC3 inhibition; O15379; recombinant HDAC3, fluorogenic peptide/trypsin coupled, fluorescence; inhibition, % at 8.3 µM; hit rate 0.15% among 320,000; in the data active = inhibition above about 26%, passing the limit was not always enough; inconclusive = no clear call, values can overlap the other calls
# Target sequence (O15379 whole entry, looked up): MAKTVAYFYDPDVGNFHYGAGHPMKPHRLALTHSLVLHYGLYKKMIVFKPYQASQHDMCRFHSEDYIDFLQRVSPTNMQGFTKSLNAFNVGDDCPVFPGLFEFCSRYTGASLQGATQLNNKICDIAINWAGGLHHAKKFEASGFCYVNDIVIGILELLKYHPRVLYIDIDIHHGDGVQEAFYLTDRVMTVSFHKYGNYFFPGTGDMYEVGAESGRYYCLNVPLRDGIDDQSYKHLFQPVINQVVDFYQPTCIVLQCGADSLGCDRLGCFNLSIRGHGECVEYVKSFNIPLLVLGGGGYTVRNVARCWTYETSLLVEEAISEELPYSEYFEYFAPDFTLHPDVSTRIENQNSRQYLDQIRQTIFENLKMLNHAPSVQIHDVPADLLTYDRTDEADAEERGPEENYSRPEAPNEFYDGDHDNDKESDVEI
# KCNQ1 act – human KCNQ1 channel potentiation or activation; P51787; CHO-K1 KCNQ1, thallium flux FluxOR fluorescence; stronger effect = higher value; B-score at 10 µM; hit rate 0.35% among 310,000; AID 2648;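 active = fluorescence ratio B-score, a plate-corrected score, at least three library SD, with initial intensity B-score within 5 SD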
#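 assay system = CHO-K1 cells stably expressing KCNQ1 | medium = assay buffer, equal DMSO in all wells | timing = 37 °C overnight plating, 90-min dark dye load, 20-min compound pretreatment | measured by = kinetic FluxOR thallium fluorescence, 10-s 1-Hz baseline, 110-s post-stimulus read | measure = fluorescence change relative to baseline, converted to B score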
# TRPC4 act – activators of mouse TRPC4 channel; HEK293 TRPC4beta/mu-opioid, Fluo4 calcium fluorescence; stronger effect = higher value; B-score at 10 µM; hit rate 0.49% among 310,000;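 active = B-score above 5 SD of library B-scores, and initial fluorescence ratio not above library mean plus 5 SD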;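 note: positive B-score marks a calcium rise read as TRPC4 activation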
#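 Incubation: 45 min room-temperature Fluo4 loading, 110 s read / System: HEK293 cells stably co-expressing mouse TRPC4beta and mu-opioid receptor / Signal: Fluo4 fluorescence, kinetic / Control set: buffer (low) and maximal DAMGO (high) / Measure: integrated baseline-normalised fluorescence ratio, converted to per-well B score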
# KCNK3 block – human KCNK3 channel inhibition, primary screen; O14649; CHO-KCNK3 thallium flux, FluxOR fluorescence; stronger effect = lower value; B-score at 10 µM; hit rate 0.84% among 340,000;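 active = B-score under library mean minus 4 SD, starting fluorescence ratio at most library mean plus 5 SD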;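 note: more negative B-score means stronger inhibition of thallium flux through KCNK3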
# DYRK1A inh – inhibitors of rat Dyrk1A kinase | hit rate 0.43% among 310,000 | Q63470 | AID 504441 | inhibition, % at 12.5 µM | ADP-Glo luminescence, NFATc1 peptide; in the data active = inhibition above about 50%;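 note: plate controls were vehicle with enzyme for no effect and no enzyme for full effect; many of its hits are not listed in these tables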
# TRPC4 potent – TRPC4 (mouse) allosteric potentiation; B-score at 10 µM; AID 2227; hit rate 0.42% among 310,000; Q9QUQ5; HEK293 TRPC4beta/mu-opioid, DAMGO EC20, Fluo-4 Ca2+ flux; stronger effect = higher value;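 active = B-score of calcium response area above 5 SD of library B-scores, with initial fluorescence ratio within 5 SD of library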;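 note: B-score of integrated fluorescence ratio over time as area under calcium response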
# KCNK9 inh – blocks the human KCNK9 two-pore domain potassium channel; B-score at 10 µM; hit rate 1.2% among 310,000; Q9NPC2; HEK293 KCNK9, FluxOR thallium flux fluorescence; stronger effect = lower value;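 active = ratio B-score over 3 SD below the library mean, with starting fluorescence within 5 SD of its mean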;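 note: negative B-score means less thallium flux so channel inhibition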
# Target sequence (Q9NPC2 whole entry, looked up, the tested form may be a part): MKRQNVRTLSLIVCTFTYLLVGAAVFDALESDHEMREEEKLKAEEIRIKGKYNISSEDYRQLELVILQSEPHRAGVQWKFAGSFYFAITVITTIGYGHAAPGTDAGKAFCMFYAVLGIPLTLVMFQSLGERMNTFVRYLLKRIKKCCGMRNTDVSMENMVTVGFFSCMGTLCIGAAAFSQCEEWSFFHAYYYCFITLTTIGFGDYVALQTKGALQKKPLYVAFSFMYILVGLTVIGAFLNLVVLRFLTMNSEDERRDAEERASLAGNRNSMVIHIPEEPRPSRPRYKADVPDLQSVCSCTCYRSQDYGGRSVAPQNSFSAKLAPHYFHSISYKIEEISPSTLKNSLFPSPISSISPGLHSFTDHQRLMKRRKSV
# KCNQ1 inh – blocks the human KCNQ1 potassium channel; P51787; CHO-K1 KCNQ1, FluxOR thallium flux fluorescence; stronger effect = higher value; B-score at 10 µM; hit rate 1.3% among 310,000;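 active = compounds whose thallium flux B-score, printed positive for inhibition, exceeds three library SD while starting fluorescence stays within three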;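 note: channel opened by potassium depolarization with thallium stimulus after 20 min compound exposure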
# TMEM16A act – activates or potentiates the mouse TMEM16A chloride channel | Q8BHY3 | HEK293 TMEM16A/YFP-H148Q/I152L, iodide quench fluorescence; stronger effect = lower value | B-score at 10 µM | hit rate 0.3% among 340,000;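 active = fluorescence-ratio B-score plate-corrected deviation score at least 3 library SD below zero, with starting fluorescence score within 5 deviations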;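 note: channel opened by trigger with iodide after compound preincubation; score built on the fluorescence ratio of max minus min over baseline; more negative score means more quench and so TMEM16A activation or potentiation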
# Active calls of the source: *; i = inactive; ? = inconclusive; nt = not tested or not shown. Some of the compounds tested; count on the stated rates, not on these rows.
SMILES,hERG rescue,ANO1 block,HDAC3 inhib,KCNQ1 act,TRPC4 act,KCNK3 block,DYRK1A inh,TRPC4 potent,KCNK9 inh,KCNQ1 inh,TMEM16A act
O=C(NC1CC2CCCC(C1)N2Cc1cccs1)N1CCOCC1 (configuration not stated),-13,i,-5,i,i,i,4,i,i,i,i
O=C(CCc1nnc2ccc(NCc3ccco3)nn12)Nc1ccc(F)cc1F,-8,i,0,i,i,i,-4,i,i,i,i
N#C/C(C(=O)N1CCOCC1)=c1/s/c(=C\c2ccccn2)c(=O)n1-c1ccccc1,-5,i,-1,i,i,i,nt,i,i,i,i
CC1(c2nnc(-c3ccncc3)o2)CC(c2ccc(F)cc2)=NO1 (configuration not stated),-10,i,1,i,i,i,2,i,i,i,i
CC(=O)c1cccc(NC(=O)c2ccc3c(c2)CCN3S(=O)(=O)c2ccccc2)c1,-9,i,2,i,i,i,3,i,i,6*,i
C/C(=N\NC(=O)c1ccccn1)C12CC3CC(CC(C3)C1)C2,-3,i,2,i,i,i,0,i,i,i,i
Cc1ccc(OCCCC(=O)NC(C)c2ccccc2)c(C)c1 (configuration not stated),-7,i,0,i,i,i,-12,i,i,i,i
CCc1nc2ccccc2c(C(=O)NCc2ccc(OC)cc2)c1C,-11,i,-2,i,i,i,7,i,i,i,i
CN1CCc2nc(SCc3ccc(Cl)cc3)c(C#N)c(-c3cccs3)c2C1,-16,i,-1,i,i,nt,nt,i,i,i,nt
O=C(Nc1cccc2cccnc12)c1cccc(N2C(=O)CCC2=O)c1,-1,i,-7,i,i,i,9,i,i,i,i
Cc1nc2ccccc2c(=O)n1NS(C)(=O)=O,0,i,-2,i,i,i,0,i,i,i,i
CCOC(=O)/C(C#N)=C1/SC(C)C(=O)N1c1ccc(Br)cc1 (configuration not stated),-12,i,1,i,i,i,-1,i,i,i,i
O=C(COc1ccc(Cl)cc1)Nc1ncccn1,-8,i,?,i,i,i,3,i,i,i,i
O=C(O)CSc1ccc(NC(=O)Nc2ccccc2F)cc1,1,i,nt,i,i,i,5,i,i,i,i
COCc1nnc(NC(=O)C2CC(=O)N(C3CCCC3)C2)s1 (configuration not stated),-3,i,8,i,i,i,-8,i,i,i,i
CC(C)c1ccc(NC(=O)CCN2C(=O)c3ccc([N+](=O)[O-])cc3C2=O)cc1,-4,i,-1,i,i,i,-4,i,i,i,i
c1nc(COc2nsnc2N2CCOCC2)cs1,0,i,-3,i,i,i,26,i,i,i,i
CC(=O)C1=C(O)CC(C)(C)CC1=NCCc1nc2ccccc2[nH]1,-12,i,-12,i,i,i,nt,i,i,i,i
CCCOc1ccc(NC(=O)CCC(=O)NC(C)c2ccccc2)cc1 (configuration not stated),-5,i,-4,i,i,i,-7,i,i,i,i
CCOc1ccc(C(C)=O)cc1COC(=O)CCc1cc(OC)c(OC)c(OC)c1,-13,i,-3,i,i,i,-1,i,i,i,i
C#Cc1ccc([C@@H]2C=C(C(=O)O)O[C@H](OCc3ccc(CO)cc3)C2)cc1,0,i,2,i,i,i,8,i,i,i,i
CCOC(=O)Cc1c(C)nc(-c2ccccc2)[nH]c1=O,-8,i,5,i,i,i,-5,i,i,i,i
Cc1cc(C(F)(F)F)nn1CCCNC(=O)c1cnccn1,-7,i,-13,i,i,i,-8,i,i,i,i
O=C(C[n+]1cccc(NC(=O)c2ccccc2)c1)c1cccc([N+](=O)[O-])c1,-10,i,5,i,i,i,4,i,i,i,i
CCOc1cccc(CN2CCCC(C(=O)c3cc(Cl)ccc3OC)C2)c1O (configuration not stated),-12,i,-5,i,i,i,5,i,i,i,i
O=C(CN1C(=O)NC2(CCCCC2)C1=O)NCCC1=CCCCC1,-8,i,-2,i,i,i,0,i,i,i,i
Cc1ccc(S(=O)(=O)N(Cc2ccc([N+](=O)[O-])cc2)C(=O)N2CCN(C)CC2)cc1,-4,nt,nt,i,i,i,-9,i,i,i,i
COc1ccnc2c1c(=O)n(Cc1ccccc1Cl)c(=O)n2C,-5,i,4,i,i,i,4,i,i,i,i
CCCCc1c(C(=O)O)cc(OC)cc1C(=O)O,-16,i,-8,i,i,i,0,i,i,i,i
CC(=O)Nc1ccc(OCC(=O)c2ccc(C)cc2C)cc1,-4,i,1,i,i,i,8,i,i,i,i
c1ccc(CC2CCN(C(c3cccs3)c3nnnn3C3CCCC3)CC2)cc1 (configuration not stated),-12,i,?,i,i,i,-5,i,i,i,i
CCCC1CCc2c(sc(N)c2C(N)=O)C1 (configuration not stated),-6,i,1,i,i,i,1,i,i,i,i
CCOC(=O)c1sc(N)c(C(=O)OCC)c1COC(=O)C1CC(=O)N(Cc2ccco2)C1 (configuration not stated),-7,i,2,i,i,i,-1,i,i,i,i
OCC[C@@H]1C[C@H](O)[C@@H](O)[C@@]2(CCCO2)O1,-2,i,-4,i,i,i,nt,i,i,i,i
Cc1ccc(C)c(OCC(=O)Nc2ccccc2C(=O)N2CCOCC2)c1,-18,i,-1,i,i,i,-1,i,i,i,i
COc1cc(C(=O)O[C@H]2C/C(C)=C/CC[C@]3(C)O[C@@H]3C(O)C2C(C)C)cc(OC)c1OC (some centres not stated),-16,i,5,i,i,i,4,i,i,i,i
CC(C)=CCN1CCN(CCCc2ccccc2)CC1CCO (configuration not stated),-5,i,-6,i,i,i,-2,i,i,i,i
Cc1cc(C)c2nc(N3CCCC(C(=O)NCCN4CCOCC4)C3)sc2c1 (configuration not stated),-5,i,-1,i,i,i,-5,i,i,i,i
Cc1ccc(NC(=O)CSc2nnc(CNC(=O)c3ccco3)o2)cc1Cl,-4,i,1,i,i,i,-2,i,i,i,i
Cc1n[nH]c(C)c1Cc1c(F)cccc1Cl,0,i,-2,i,i,i,nt,i,i,i,i
CN1N=C(C(=O)N2CCc3c([nH]c4ccccc34)C2c2ccccc2Cl)CCC1=O (configuration not stated),-6,i,-8,i,i,i,-6,i,i,i,i
CCCCCCN1C2=NCCN2c2ccccc21,-13,i,3,i,i,i,2,i,i,i,i
CCOc1cc(/C=C2/C(=N)N3N=C(C)SC3=NC2=O)ccc1OS(=O)(=O)c1ccc(C)cc1,-3,i,-9,i,i,i,3,i,i,i,i
Cc1cc[n+](CC(=O)Nc2ccccc2)cc1,4,i,0,i,i,i,15,i,i,i,i
COc1ccc(C(=O)NC2CCSC2=O)cc1 (configuration not stated),-7,i,-5,i,i,i,5,i,i,i,i
COc1ccc(CCC(=O)Nc2cc3c4c(c2)CC(=O)N4CCC3)cc1,-9,i,11,i,i,i,-3,i,i,i,i
COc1ccc(C(=O)NC(=S)Nc2cccc(Cl)c2N2CCOCC2)cc1[N+](=O)[O-],-8,i,-4,i,i,i,-9,i,i,i,i
O=c1c2c(-c3cccc([N+](=O)[O-])c3)ccnc2[nH]n1-c1ccccc1,-2,i,-1,i,i,i,11,i,i,i,i
CC1CCCC(C)N1C(=O)COC(=O)c1cc([N+](=O)[O-])ccc1N1CCOCC1 (configuration not stated),-14,i,4,i,i,i,-3,i,i,i,i
C=CCNC(=O)COC(=O)COc1ccc(Cl)cc1,-4,i,-1,i,i,i,0,i,i,i,i

# In another format: entries from further up
# Each structure is followed by: hERG rescue	ANO1 block	HDAC3 inhib	KCNQ1 act	TRPC4 act	KCNK3 block	DYRK1A inh	TRPC4 potent	KCNK9 inh	KCNQ1 inh	TMEM16A act
> CCCCCCN1C2=NCCN2c2ccccc21
 : -13	i	3	i	i	i	2	i	i	i	i
> CCOc1cc(/C=C2/C(=N)N3N=C(C)SC3=NC2=O)ccc1OS(=O)(=O)c1ccc(C)cc1
 : -3	i	-9	i	i	i	3	i	i	i	i

# New compounds follow.
SMILES,hERG rescue,ANO1 block,HDAC3 inhib,KCNQ1 act,TRPC4 act,KCNK3 block,DYRK1A inh,TRPC4 potent,KCNK9 inh,KCNQ1 inh,TMEM16A act
Cc1ccccc1NC(=S)N(CCN1CCCCC1)Cc1ccco1,-3,i,-4,i,i,i,-10,i,i,i,i
CC(C)C(C(=O)NCC1CCCO1)N(C(=O)CNS(=O)(=O)c1ccc(F)cc1)C1CCCCC1 (configuration not stated),-5,i,0,i,i,i,-6,i,i,i,i
O=C(CN1C2CCC1CC(NC(=O)Nc1ccccc1)C2)NCc1ccco1 (configuration not stated),-4,i,2,i,i,i,4,i,i,i,i
CC(=O)c1cc2c(cc1NS(=O)(=O)c1ccc(C)cc1)OCO2,0,i,7,i,i,i,-9,i,i,i,i
COc1ccc(/C=N\NC(=O)c2ccccc2OC)cc1COc1c(F)c(F)c(F)c(F)c1F,-9,i,-4,i,i,i,8,i,i,i,i
CC(C)CN(C(=O)CN1CCN(c2ccccc2O)CC1)c1c(N)n(CC(C)C)c(=O)[nH]c1=O,-8,i,2,i,i,i,-7,i,i,i,i
Cc1ccc(NNC(=O)Nc2ccc(Cl)cc2)nn1,-7,i,2,i,i,i,4,i,i,i,i
CCOC(=O)CNC(=O)Nc1cccc(Cl)c1C,-5,i,3,i,i,i,7,i,i,i,i
C=CCNS(=O)(=O)c1ccc(C(=O)OCc2cc(=O)oc3cc(OC)ccc23)cc1,-3,i,-7,i,i,i,2,i,i,i,i
O=S(=O)(c1cc(F)cc(F)c1)N1CCN(c2ncccn2)CC1,-1,i,-7,i,i,i,-5,i,i,i,i
CC(C)C[C@@H](CO)N1CCNCCC1=O,-3,i,8,i,i,i,-6,i,i,i,i
CCOC(=O)N/N=C\c1ccc(OC(=O)c2ccc3c(c2)OCO3)cc1,-16,i,4,i,i,i,3,i,i,i,i
Cc1ccc(S(=O)(=O)CCC(=O)OCc2ccc(S(=O)(=O)C(C)C)cc2)cc1,-15,i,-7,i,i,i,-3,i,i,i,i
Fc1ccc(-c2csc3[n+]2CCS3)cc1,0,i,0,i,i,i,1,i,i,i,i
Cn1c(=O)[nH]c(=O)c2c1nc1n2CC(COc2ccc3ccccc3c2)O1 (configuration not stated),-5,i,-13,i,i,i,2,i,i,i,i
COc1ccc(-c2cc(C3CCN(c4ccc(C(C)=O)cc4[N+](=O)[O-])CC3)[nH]n2)cc1,-22,i,0,i,i,i,5,i,i,i,i
CC(C)c1ccc(OC(=O)c2ccc3c(=O)n4c(nc3c2)CCC4)cc1,-24,i,-5,i,i,i,7,i,i,i,i

# KCNQ1 inh: what is marked active above
mol	HDAC3 inhib	KCNQ1 act	KCNK3 block	DYRK1A inh	TRPC4 potent	KCNK9 inh	KCNQ1 inh	TMEM16A act
CC(=O)c1cccc(NC(=O)c2ccc3c(c2)CCN3S(=O)(=O)c2ccccc2)c1	2	i	i	3	i	i	6*	i

# High-throughput results: PubChem, several laboratories
